BoNT F protease: BoNT F light chain protease inhibition | inhibition, % at 10 µM | actives 0.22% (n = 360,000) | Multiplex microsphere protease cleavage assay, flow cytometry; in the data active = inhibition above about 35%, passing the limit was not always enough; inconclusive = no clear call, values can overlap the other calls; also: plate controls were buffer without enzyme for full effect and enzyme alone for no effect
FadD28 binding: M. tuberculosis FadD28 bisubstrate binding inhibition. FadD28 bisubstrate probe binding, fluorescence polarization. inhibition, % at 12.5 µM. actives 0.22% (n = 360,000); in the data active = inhibition above about 8.5%, passing the limit was not always enough; inconclusive = no clear call, values can overlap the other calls
PrPC surface inh: cell surface PrPC inhibition, primary TR-FRET screen; P04156; TR-FRET read-out; inhibition, % at 13.8 µM; actives 0.43% (n = 370,000); in the data active = inhibition above about 24%; also: 0% = median of the test wells and 100% = reference compound wells
Rv3671c inh: Rv3671c (M. tuberculosis) protease inhibition; inhibition, % at 5.96 µM; AID 2606; actives 0.048% (n = 320,000); in the data active = inhibition above about 38%;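 also: extracellular domain of Rv3671c used as enzyme; 0% = enzyme with DMSO and 100% = no enzyme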
Target sequence (P9WHR9 whole entry, looked up, the tested form may be a part): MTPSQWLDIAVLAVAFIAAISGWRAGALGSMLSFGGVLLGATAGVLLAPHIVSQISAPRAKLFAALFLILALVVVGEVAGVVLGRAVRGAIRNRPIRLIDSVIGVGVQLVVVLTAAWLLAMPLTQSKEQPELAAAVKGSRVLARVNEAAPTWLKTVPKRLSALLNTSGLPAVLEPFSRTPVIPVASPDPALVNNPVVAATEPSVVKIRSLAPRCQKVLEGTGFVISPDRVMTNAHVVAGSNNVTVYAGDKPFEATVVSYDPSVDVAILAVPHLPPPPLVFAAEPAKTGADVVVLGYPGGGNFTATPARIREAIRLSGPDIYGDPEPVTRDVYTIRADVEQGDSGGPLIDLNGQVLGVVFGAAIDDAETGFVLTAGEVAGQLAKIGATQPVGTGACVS
UGM FP inh: inhibitors of M. tuberculosis UDP-galactopyranose mutase; purified UGM, fluorescence polarization probe displacement; inhibition, % at 10 µM; P9WIQ1; actives 0.06% (n = 320,000); in the data active = inhibition above about 10%, passing the limit was not always enough; inconclusive = no clear call, values can overlap the other calls
GDH-TPI inh: GDH-TPI coupled enzyme inhibition counter-screen; GDH-TPI coupled enzyme counterscreen, NADH absorbance; inhibition, % at 4.8 µM; actives 1.2% (n = 360,000); in the data active = inhibition above about 30%;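 also: 0% = DMSO wells and 100% = wells lacking the enzyme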
Mtb FBA inh: inhibits M. tuberculosis FBA enzyme; P9WQA3; purified M. tuberculosis FBA, fluorescence read-out; inhibition, % at 1 µM; actives 2.3% (n = 360,000); AID 588726; in the data active = inhibition above about 27%;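 also: 0% = vehicle and 100% = reference inhibitor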
Target sequence (P9WQA3 whole entry, looked up): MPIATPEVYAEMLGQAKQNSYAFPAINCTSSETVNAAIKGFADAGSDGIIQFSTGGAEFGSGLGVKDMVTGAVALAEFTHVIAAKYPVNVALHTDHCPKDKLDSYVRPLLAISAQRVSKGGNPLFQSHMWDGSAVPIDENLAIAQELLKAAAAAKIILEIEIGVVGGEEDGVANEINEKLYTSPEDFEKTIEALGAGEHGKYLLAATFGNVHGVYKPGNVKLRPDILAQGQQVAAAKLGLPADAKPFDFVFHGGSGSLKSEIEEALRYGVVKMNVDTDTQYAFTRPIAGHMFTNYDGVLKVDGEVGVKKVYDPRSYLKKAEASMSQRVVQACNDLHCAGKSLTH
MazEF act: increases E. coli MazEF RNase cleavage of RNA; FAM/BHQ RNA-DNA oligo cleavage fluorescence, 5 h; AID 504720; activation, % at 20 µM; P0AE70; actives 0.32% (n = 350,000); in the data active = activation above about 50%
Target sequence (P0AE70 whole entry, looked up): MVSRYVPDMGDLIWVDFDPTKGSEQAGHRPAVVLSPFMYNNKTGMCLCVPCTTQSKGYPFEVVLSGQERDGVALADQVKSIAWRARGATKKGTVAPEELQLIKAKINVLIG
Mtb BioA inh: inhibitors of Mycobacterium tuberculosis BioA enzyme | purified M. tuberculosis BioA enzyme, plate reader | inhibition, % at 9.99 µM | actives 0.096% (n = 360,000); in the data active = inhibition above about 40%; inconclusive = no clear call, values can overlap the other calls
Active calls of the source: *; ? = inconclusive; . = no result given; & = joins results of further samples.

SMILES | BoNT F protease | FadD28 binding | PrPC surface inh | Rv3671c inh | UGM FP inh | GDH-TPI inh | Mtb FBA inh | MazEF act | Mtb BioA inh
O=C(NCc1cccs1)C1CCCN1C(=O)Nc1ccccc1 (stereo not given) | -2.2 | -2.5 | -0.6 | -2.2 | 0.3 | 5.3 | 2.2 | 2.0 | -0.7
CCc1nnc(NC(=O)CN2CCN(Cc3ccccc3Cl)CC2)s1 | ? | -3.5 | -4.2 | 2.3 | 1.9 | 10.3 | 0.5 | 3.1 | 0.8
CC1=C(C(N)=O)C(c2cccc(OCc3ccccc3)c2)n2nnnc2N1 (stereo not given) | -6.9 | -2.1 | 1.7 | 1.8 | 1.5 | 3.5 | 3.7 | -6.7 | -0.5
Cc1cc(C(C)(C)C)oc1C(=O)O | -5.4 | -2.2 | 3.0 | -3.4 | -1.4 | -4.5 | -1.3 | 13.4 | .
CCCCn1c(N)c(N(CC(C)C)C(=O)CSCc2ccc(Cl)c(Cl)c2)c(=O)[nH]c1=O | 9.5 | -1.6 | -3.5 | 5.3 | . | 4.2 | 4.0 | -2.7 | -0.2
Cc1c(-c2ccccc2)cnc2c(C)cccc12 | ? | -4.0 | -3.8 | 1.7 | -0.9 | -7.6 | -6.3 | 1.1 | 0.0
Cc1ccc(CNC(=O)CNS(=O)(=O)c2ccc3c(c2)C(C)(C)C(=O)N3C)cc1 | 0.5 | -2.1 | -2.6 | 4.2 | 1.0 | -11.0 | 0.5 | 6.4 | 0.1
O=C(CSc1ncnc2nc[nH]c12)c1ccc(Cl)cc1 | -1.9 | -2.3 | 8.3 | -11.6 | 0.4 | 6.2 | 1.5 | 10.5 | 0.1
CCCNC(=O)Nc1ccc(NC(C)=O)cc1 | 0.7 | -5.2 | 3.3 | 2.7 | 0.6 | -5.2 | -1.0 | 2.6 | .
COC(=O)CSc1nc2ccccn2c(=O)c1C=O | -0.9 | -0.2 | -24.4 | -3.5 | -2.4 | 0.7 | 0.3 | -9.7 | .
Cc1ccc(CN2CCNC(=O)C2CC(=O)NCCCn2cccn2)o1 (stereo not given) | 0.3 | -1.6 | 4.4 | 3.1 | -2.2 | 8.5 | -3.9 | 15.0 | -2.2
CCC(C)[C@H](NC(=O)OC(C)(C)C)C(=O)N/N=C/C1=Cc2ccccc2OC1 (stereo not given in full) | 1.2 | -3.2 | 3.3 | -1.8 | 2.6 | 18.8 | 15.4 | -11.1 | 0.4
COc1ccc(OCCNC(=O)C(Cc2c[nH]c3ccccc23)NC(C)=O)cc1 (stereo not given) | -0.6 | -1.2 | 2.2 | 13.4 | -0.9 | 1.9 | -0.1 | -4.4 | .
COc1ccc(NC(=O)C2CCCN(S(=O)(=O)c3cccnc3)C2)c(OC)c1 (stereo not given) | 0.7 | -0.8 | 5.6 | -1.3 | -1.1 | 1.0 | 0.7 | 0.8 | 0.5
CC(C)(C)OC(=O)CC12CCCCC1NC(=O)O2 (stereo not given) | -0.1 | -0.1 | 5.5 | -10.2 | 0.8 | 0.0 | 0.0 | 6.8 | 0.7
O=C1C2CCCN2C(=O)N1CCN1CCN(c2cccc(C(F)(F)F)c2)CC1 (stereo not given) | -3.7 | -0.6 | 1.9 | . | . | 3.7 | -1.2 | -4.5 | -0.5
CCN(Cc1ccccc1)Cc1nc(CCc2ccccc2)no1 | -8.4 | -2.8 | -0.1 | -1.0 | 1.2 | 8.9 | -2.2 | -1.0 | .
CCOC(=O)c1c(NC(=O)CSc2nc3c(c(=O)n(C)c(=O)n3C)n2CC)sc(C)c1C | -5.9 | -2.5 | -3.6 | -0.1 | -6.1 | 3.8 | 1.2 | 0.6 | 1.6
Cc1cc2c(c(C)c1Cl)C(c1ccc3c(c1)OCO3)CC(=O)O2 (stereo not given) | -7.9 | 0.9 | 9.5 | . | . | 5.7 | -2.4 | 2.1 | -1.1
C=CCSc1nnc(-c2ccncc2)n1-c1ccc(OCC)cc1 | -4.3 | -2.1 | 5.6 | -6.6 | -0.9 | 3.3 | 0.2 | -14.0 | 4.7
O=C(Nc1cccc(F)c1)C1CCN(C(=O)N2CCOc3ccccc32)CC1 | -16.0 | 0.6 | -3.0 | 2.7 | 0.2 | 6.7 | 1.6 | 3.0 | 25.8
CC(=O)Nc1ccc(S(=O)(=O)c2ccc([N+](=O)[O-])cc2)cc1 | -14.4 | -2.5 | -17.9 | -8.6 | -0.8 | -3.0 | 0.1 | 7.7 | 0.7
O=C(COc1ccc(-c2nnco2)cc1)Nc1cc([N+](=O)[O-])ccc1F | -1.3 | 0.4 | -10.3 | 7.5 | 1.2 | 5.0 | 0.7 | -13.7 | .
Cc1cc(Nc2ccc(F)cc2Cl)n2nc(C)nc2n1 | -7.6 | -3.5 | 1.8 | 12.9 | 2.9 | -3.0 | -2.0 | 3.9 | 3.3
O=C(CN1CCN(S(=O)(=O)c2ccc(Cl)cc2)CC1)NCC1(N2CCOCC2)CCCCC1 | 0.9 | -0.8 | -2.7 | -10.0 | -0.7 | -2.2 | 0.6 | 2.9 | 1.5
SMILES | BoNT F protease | FadD28 binding | PrPC surface inh | Rv3671c inh | UGM FP inh | GDH-TPI inh | Mtb FBA inh | MazEF act | Mtb BioA inh
COc1cc(OC)cc(C(=O)NNC(=O)Cc2ccc(OC)c(S(=O)(=O)N3CCOCC3)c2)c1 | 2.3 | -4.4 | -4.6 | -1.7 | . | 3.6 | -4.1 | 8.1 | .
CC(=O)Nc1cccc(C(=O)Nc2cc(C(F)(F)F)ccc2-n2cncn2)c1 | 1.5 | -1.3 | 8.3 | . | . | -5.3 | 1.2 | 3.8 | -1.1
N=c1sccn1CC(=O)NCc1ccc(Cl)cc1Cl | -8.1 | -3.8 | 7.0 | 5.2 | -1.9 | -6.2 | 0.3 | 5.1 | .
CCOC(=O)NC(=O)/C(N=Nc1ccc(C(F)(F)F)cc1)=C(\C)O | -0.2 | -1.7 | 2.0 | 0.3 | -0.1 | -3.5 | -0.2 | -5.3 | -2.3
c1ccc(-n2nnnc2OCCOc2nnnn2-c2ccccc2)cc1 | -4.2 | -1.0 | 6.9 | 2.4 | 1.1 | -4.1 | -5.3 | 2.9 | -1.2
O=C(COc1ccc([N+](=O)[O-])cc1)N(C1CCCCC1)C1CCS(=O)(=O)C1 (stereo not given) | . | -2.2 | -8.6 | 12.9 | 0.8 | 5.3 | 5.0 | -1.6 | -0.1
Nc1ccc(Cl)c(S(=O)(=O)Nc2ccc(Cl)cc2)c1 | -6.3 | -0.5 | -1.8 | 4.3 | 1.0 | 4.2 | -3.8 | 8.8 | .
NCCN1CCN2C(=O)CN(C(=O)c3ccccc3)CC12 (stereo not given) | . | . | 0.8 | 1.7 | -2.0 | . | . | -13.7 | .
CCn1cc([N+](=O)[O-])c(C(=O)N2N=C3/C(=C/c4cccs4)CCCC3C2c2cccs2)n1 (stereo not given) | -6.1 | -5.3 | -0.6 | -1.2 | -2.2 | 5.8 | 0.1 | -5.5 | -1.8
CCOc1ccc(NC(=O)Nc2cnccn2)cc1 | -3.3 | -0.1 | -1.9 | -2.6 | -3.2 | 9.3 | 2.2 | 3.6 | .
C[C@H]1CN([C@@H](C)CO)S(=O)(=O)c2ccc(C#CC(C)(C)O)cc2O[C@H]1CN(C)Cc1ccccc1 | -2.8 | -3.1 | -4.4 | . | . | 0.0 | -2.2 | -0.6 | 1.6&1.1&4.0
O=C(/C=C/c1ccccc1)N1CCOCC1 | -6.6 | . | 6.2 | -5.1 | -0.2 | -10.0 | 0.8 | -6.1 | -0.7
COc1ccc(C(=O)N/C(=C/c2cccnc2)C(=O)N2CCCCCC2)cc1OC | 2.6 | -0.9 | -0.3 | -3.4 | 0.4 | 18.1 | 0.3 | -4.3 | 0.2
NC(=O)CSc1nnc(-c2ccco2)n1-c1ccccc1 | -8.4 | . | 3.9 | 7.7 | 0.7 | -5.7 | -0.4 | -3.0 | -1.6
Cc1ccc(OCCC(=O)OCC(=O)Nc2ccc(Cl)cn2)cc1 | -0.7 | -0.4 | -4.9 | 9.7 | 0.7 | 0.0 | 3.9 | -1.3 | -0.9
Cc1ccc2nc(-c3ccccc3)cc(C(=O)Nc3cccnc3)c2c1 | -8.7 | -1.2 | 2.0 | -13.1 | 1.0 | 9.1 | 0.4 | 2.6 | -0.8
CC1CCCN(C(=O)Cn2nnc(-c3cccnc3)n2)C1 (stereo not given) | 0.3 | -1.2 | -1.1 | -8.5 | 1.0 | 4.1 | -0.6 | 1.6 | 6.5
CC(NC(=O)c1nn(C)c(=O)c2ccccc12)c1ccccc1 (stereo not given) | 6.7 | -0.7 | 7.3 | 2.9 | 2.4 | -0.3 | -0.1 | 7.9 | 0.8
CCN1CCN(c2ccc(N=Cc3ccccc3O)cc2)CC1 | -1.9 | -1.6 | -10.6 | 1.4 | -0.7 | 0.3 | -1.7 | -27.5 | .
CCN(C(=O)CSc1nnc(-c2ccccc2OC)n1N)c1c(N)n(Cc2ccccc2)c(=O)[nH]c1=O | . | 0.3 | -4.6 | . | . | -1.9 | -0.6 | -3.9 | 0.3
CCC1CCCCN1S(=O)(=O)c1c(C)n(C)c(=O)n(C)c1=O (stereo not given) | -11.5 | -1.8 | 4.5 | 6.3 | -2.0 | -2.5 | -1.3 | 0.4 | 0.3
Cn1c(=O)oc2cc(S(=O)(=O)N3CCCC(C(=O)Nc4ccccn4)C3)ccc21 (stereo not given) | -12.9 | -2.0 | 2.4 | -3.0 | -1.4 | 8.1 | -1.8 | 5.9 | 2.5
CC[C@]1(C(=O)OC)[C@H]2C(=O)N(Cc3ccccc3)C(=O)[C@H]2[C@H]2CN=C(SCc3ccc(Cl)cc3)N21 | -10.5 | -10.9 | . | . | . | -4.2 | -2.0 | 0.8 | -0.8
COC(=O)c1cc(NC(=O)Cn2nc(C)n3cccc3c2=O)cc(C(=O)OC)c1 | 1.0 | -2.9 | -4.1 | 14.0 | -4.0 | 8.6 | -2.3 | 7.3 | -4.5
Cc1ccccc1NC(=O)C(C)OC(=O)C1CC(=O)N(Cc2ccco2)C1 (stereo not given) | -3.3 | -0.4 | 2.2 | 1.2 | -1.4 | 4.8 | 0.4 | -2.6 | -1.4
COc1ccc(CNC(=O)CC(NC(N)=O)c2ccccc2Cl)cc1OC (stereo not given) | 1.7 | . | 4.8 | -3.0 | 0.8 | 3.5 | -1.1 | -3.6 | -0.4
O=C(c1cc2ccccc2oc1=O)N(Cc1ccco1)CC1CCCO1 (stereo not given) | 6.2 | 0.1 | -5.7 | -1.8 | 1.7 | 13.4 | 3.4 | 8.2 | -1.6
COc1cccc(NC(=O)CN(C)C(C)C(=O)NC(=O)NC2CCCCC2)c1 (stereo not given) | -1.7 | 0.0 | 3.5 | 7.5 | -3.0 | 5.6 | -2.7 | -0.4 | 3.2
CC1CN(CC(O)COc2ccc(C#N)cc2)CCN1CC(O)COc1ccc(C#N)cc1 (stereo not given) | -9.7 | -2.6 | -3.8 | -2.5 | 0.9 | 5.2 | -1.5 | 4.6 | -1.0
Cc1cc(C)n(-c2ccc3cccc(NS(C)(=O)=O)c3n2)n1 | -1.8 | 1.4 | -2.3 | 5.4 | -4.5 | 7.5 | -1.4 | -1.0 | -0.6

3 compounds out of the list, ordered by length of the SMILES, rising.
SMILES | BoNT F protease | FadD28 binding | PrPC surface inh | Rv3671c inh | UGM FP inh | GDH-TPI inh | Mtb FBA inh | MazEF act | Mtb BioA inh
Cc1ccc2nc(-c3ccccc3)cc(C(=O)Nc3cccnc3)c2c1 | -8.7 | -1.2 | 2.0 | -13.1 | 1.0 | 9.1 | 0.4 | 2.6 | -0.8
COc1cccc(NC(=O)CN(C)C(C)C(=O)NC(=O)NC2CCCCC2)c1 (stereo not given) | -1.7 | 0.0 | 3.5 | 7.5 | -3.0 | 5.6 | -2.7 | -0.4 | 3.2
CC(=O)Nc1cccc(C(=O)Nc2cc(C(F)(F)F)ccc2-n2cncn2)c1 | 1.5 | -1.3 | 8.3 | . | . | -5.3 | 1.2 | 3.8 | -1.1

Part of the list above, with values under each structure:
The line under a structure holds: BoNT F protease | FadD28 binding | PrPC surface inh | Rv3671c inh | UGM FP inh | GDH-TPI inh | Mtb FBA inh | MazEF act | Mtb BioA inh
> Cn1c(=O)oc2cc(S(=O)(=O)N3CCCC(C(=O)Nc4ccccn4)C3)ccc21 (stereo not given)
→ -12.9 | -2.0 | 2.4 | -3.0 | -1.4 | 8.1 | -1.8 | 5.9 | 2.5
> CC1CCCN(C(=O)Cn2nnc(-c3cccnc3)n2)C1 (stereo not given)
→ 0.3 | -1.2 | -1.1 | -8.5 | 1.0 | 4.1 | -0.6 | 1.6 | 6.5

Source: PubChem BioAssay (several laboratories)
